Abeta rescue: A-beta toxicity reversal in yeast. yeast expressing A-beta42, growth rescue, OD600, 48 h; response scale: 0% DMSO, 100% iron-clioquinol control. 0.063% of 410,000 active. Potency, µM (series often up to 46.1 µM), without a hit: at the top dose growth rescue, most hits filed as activators; also: potency is read from the fitted curve at half-maximal effect; nearly all actives have a fitted effect of over 55% in size
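Growth rescue measured by 600 nm absorbance after 48 h yeast culture at 30 C with compound. Values normalized between DMSO and an equimolar ferric chloride plus clioquinol control.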
Mm-Cpn inhibitor: blocks the Methanococcus maripaludis chaperonin Mm-Cpn. AID 504842. Potency, µM (titrated, usually from 76.9 µM), for the others: top-dose activity, negative = inhibition, actives largely listed as inhibitors. purified Mm-Cpn ATPase, ADP Transcreener TR-FRET. 0.031% of 330,000 active; also: potency is read from the fitted curve at half-maximal effect; % is scaled to controls: 0 for no effect and ±100 for the full control effect; nearly all actives have a fitted effect of over 80% in size
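Eu-cryptate anti-ADP/ADP-d2 competition gives a ratio inversely related to ADP. Enzyme at 25 nM was pre-exposed to compound for 10 min, then given 10 uM ATP for 30 min, 37°C throughout.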
aSyn rescue: inhibitors of alpha-synuclein toxicity in yeast | 0.14% of 370,000 active | Yeast expressing alpha-synuclein, growth rescue, BacTiter-Glo, 24 h | Potency, µM (series often up to 46.1 µM), for the others: top-dose growth rescue (activation), usual class: activators; also: potency is read from the fitted curve at half-maximal effect; % of control where 0% means no effect; nearly all actives have a fitted effect of over 65% in size
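Galactose-induced alpha-syn yeast (OD600=0.02, raffinose-pregrown) + pinned cpd, 24 hr, 30 deg C; growth by BacTiter-Glo luminescence. Growth restoration scores as activation.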
HEK293 tox: cytotoxic in the GLP-1 receptor inverse agonist counter-screen; 0.13% of 410,000 active; Potency, µM (doses to about 38.3 µM), without a hit: at the highest dose activity change, negative = inhibition, actives largely listed as inhibitors; HEK293 cAMP-luciferase reporter cells, luminescence, 24 h;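 also: loss of luciferase light is scored as toxicity; potency is read from the fitted curve at half-maximal effect; % is scaled to controls: 0 for no effect and ±100 for the full control effect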
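Here, cytotoxicity is scored as loss of luminescence. The MLSMR collection was tested on cells seeded in medium containing 10% Nu serum, with a 24 hr compound exposure preceded by 12 hours of culture.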
PTHR1 agonist: agonists of human PTHR1 parathyroid hormone receptor; AID 743266; 0.075% of 410,000 active; Q03431; Potency, µM (top dose mostly 115 µM), for the others: top-dose activation, hits mostly activators; HEK293 GP2 PTHR1 cells, GloSensor cAMP luminescence, 1 h; also: potency is read from the fitted curve at half-maximal effect; nearly all actives have a fitted effect of over 55% in size; some results filed as inactive show a strong effect at the top dose; inactives centre near -15; many of its hits are not listed in these tables
Target sequence (Q03431 whole entry, looked up): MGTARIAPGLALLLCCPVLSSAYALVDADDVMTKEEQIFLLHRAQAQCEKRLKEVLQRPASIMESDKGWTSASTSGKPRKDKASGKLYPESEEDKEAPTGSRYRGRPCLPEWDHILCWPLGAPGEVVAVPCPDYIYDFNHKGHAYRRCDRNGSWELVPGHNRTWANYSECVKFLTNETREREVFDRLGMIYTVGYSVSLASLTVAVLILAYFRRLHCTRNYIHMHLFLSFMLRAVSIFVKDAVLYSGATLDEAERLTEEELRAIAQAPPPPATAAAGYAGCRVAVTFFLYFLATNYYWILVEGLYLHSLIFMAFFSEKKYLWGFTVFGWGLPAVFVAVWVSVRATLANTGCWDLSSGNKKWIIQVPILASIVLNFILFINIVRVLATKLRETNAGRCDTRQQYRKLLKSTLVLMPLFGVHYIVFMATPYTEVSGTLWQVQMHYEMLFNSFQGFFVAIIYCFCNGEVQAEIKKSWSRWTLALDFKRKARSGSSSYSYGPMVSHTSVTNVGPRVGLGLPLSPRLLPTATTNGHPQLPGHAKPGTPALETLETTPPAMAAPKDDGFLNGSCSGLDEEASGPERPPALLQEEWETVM
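HEK-293-derived GP2 cells expressing PTHR1 and a GloSensor cAMP reporter, 3,000/well, plated overnight, given luciferin plus IBMX (each 0.5 mM as added) for 1 h at 37 °C, then compound for 1 h at 37 °C. Luminescence was read after 15 min at room temperature.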
GLP1R inv ag: GLP-1 receptor (human) inverse agonism | P43220 | HEK293 GLP-1R CRE-luciferase, luminescence, 24 h; GLP-1R form is constitutively active | Potency, µM (top dose mostly 38.3 µM), inactives show at the highest dose activity change, negative = inhibition, most hits filed as inhibitors | 1.6% of 410,000 active | AID 624417; also: potency is read from the fitted curve at half-maximal effect; % is scaled to controls: 0 for no effect and ±100 for the full control effect; nearly all actives have a fitted effect of over 55% in size
Target sequence (P43220 whole entry, looked up): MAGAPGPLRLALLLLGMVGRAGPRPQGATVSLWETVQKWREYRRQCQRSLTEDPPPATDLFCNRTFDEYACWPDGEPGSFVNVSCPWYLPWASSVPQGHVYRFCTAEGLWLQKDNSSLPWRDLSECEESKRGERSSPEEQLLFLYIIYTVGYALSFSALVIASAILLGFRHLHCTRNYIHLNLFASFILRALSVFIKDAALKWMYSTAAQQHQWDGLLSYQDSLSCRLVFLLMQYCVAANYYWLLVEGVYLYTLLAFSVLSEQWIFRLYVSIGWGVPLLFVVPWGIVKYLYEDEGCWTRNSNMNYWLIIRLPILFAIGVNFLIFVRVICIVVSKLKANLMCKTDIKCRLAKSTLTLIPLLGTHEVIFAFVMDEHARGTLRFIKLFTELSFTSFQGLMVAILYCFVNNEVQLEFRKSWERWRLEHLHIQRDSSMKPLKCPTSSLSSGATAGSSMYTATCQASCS
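HEK293 cells stably co-expressing a cAMP-responsive luciferase reporter and constitutively active GLP-1R were seeded, incubated 12 h, then exposed to compounds for 24 h at 37 C. Luminescence was read 12 min after detection reagent; inverse agonists lower signal.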
TDP-43 yeast inh: rescues yeast growth from TDP-43 toxicity. TDP-43 expressing yeast growth rescue, BacTiter-Glo, 24 h. Potency, µM (doses to about 46.1 µM), without a hit: top-dose growth rescue (activation), actives largely listed as activators. 1.8% of 410,000 active; also: potency is read from the fitted curve at half-maximal effect; % of control where 0% means no effect; nearly all actives have a fitted effect of over 50% in size
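Readout is BacTiter-Glo luminescence of cell growth, so inhibitors register as activators. TDP-43-expressing yeast at OD600=0.02 in galactose medium, after raffinose pregrowth to mid-log, were incubated with compound for 24 hr at 30 deg C.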
FUS suppressor: suppressors of FUS proteinopathy in yeast | Potency, µM (top dose mostly 76.6 µM), without a hit: at the highest dose growth rescue (activation), usual class: activators | 0.24% of 390,000 active | S. cerevisiae FUS-expressing, growth rescue, OD600, 24 h | AID 1347120;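 also: potency is read from the fitted curve at half-maximal effect; plate controls were DMSO vehicle for no effect and reference control for full effect; nearly all actives have a fitted effect of over 55% in size; some results filed as inactive show a strong effect at the top dose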
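Compound concentration series was pinned onto galactose-induced FUS-expressing yeast seeded at OD 0.005. Plates sat 24hr at 30C; absorbance at 600 nm gave growth. DMSO served as background control.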
pAkt inh: blocks phosphorylation of Akt; 0.32% of 360,000 active; Neuro2A IGF-stimulated pAkt S473 HTRF, 20 min; hits give low values; activity change, % for hits at 50 µM; in the data active = activity change below about -80%; inconclusive = mostly about -51% to -80%; also: % is scaled to controls: 0 for no effect and ±100 for the full control effect
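Neuro2A cells (4,500/well, DMEM with 0.5% FBS) were treated with compound at a single 50 µM final concentration, stimulated with 6 nM IGF for 20 min at 37 °C, and lysed. Phospho-Akt Ser473 was read by HTRF as 665/615 ratio ×10^4.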
Active calls of the source: *; i = inactive; ? = inconclusive; . = no result given; & = joins results of further samples; [ ] = remark or other dose. Unless noted, calls follow the shape of the dose curve; as a rule, active = well fitted curve in the direction sought with a large enough effect; inconclusive = small, poorly fitted or top-dose-only effect, or another doubt; inactive = no such curve, though single readings can be large; an effect the other way counts as inactive or inconclusive. These rows are one share of the data; the hit share may differ from the screen's.

canonical_smiles	Abeta rescue	Mm-Cpn inhibitor	aSyn rescue	HEK293 tox	PTHR1 agonist	GLP1R inv ag	TDP-43 yeast inh	FUS suppressor	pAkt inh
CCc1ccccc1N(CC(=O)NCc1ccco1)C(=O)c1snc(C(N)=O)c1N	-3%	-3%	0%	-7%	i	-7%	-3%	30%	i
CC(C)Cn1cc(-c2cncc3nccn23)cn1	14%	.	0%	0%	-13%	13%	0%	-5%	i
CC(C)(C)SCCNC(=O)CN(c1ccccc1)S(=O)(=O)c1ccc(F)cc1	-16%	-1%	-1%	-2%	i	4%	-24%	18%	i
COc1ccc(NC(=O)C2(C)CCN2Cc2ccc(C(C)C)cc2)cc1OC (configuration not stated)	-3%	.	3%	10%	-14%	-20%	9%	0%	i
O=C(Cc1c(C(=O)O)[nH]c2ccccc12)Nc1cccc(C(F)(F)F)c1	8%	.	.	-2%	-53%[inhibitor]	-10%	?	-12%	.
Cc1cc(NC(=O)Cc2ccc(Br)cc2)no1	-10%	0%	2%	-3%	-4%	-7%	2%	-10%	i
COC(=O)CCNS(=O)(=O)c1ccc2ccccc2c1	13%	1%	-1%	8%	i	32%[activator]	22%	.	i
CCN(CC)C(=O)C1=C(C)N(CCCOC)C(=O)C(CC(=O)NCc2cccs2)C1 (configuration not stated)	-10%	.	0%	1%	-5%	11%	-1%	-16%	i
CS(=O)(=O)N1CCCC(C(=O)N2CCN(c3cccc(Cl)c3)CC2)C1 (configuration not stated)	14%	-1%	-2%	12%	-5%	8%	-4%	13%	i
Cc1cccc(NC(=O)Nc2c(C)n(C)n(-c3ccccc3)c2=O)c1	-5%	1%	-3%	2%	-24%	-2%	-24%	-3%	i
CCCCn1c(SCC(=O)N2CCCC2)nnc1-c1ccccc1	0%	0%	-3%	3%	-25%	2%	-3%	18%	i
N#CCCN(C(=O)CCl)c1cccc(Cl)c1	6%	0%	-5%	-13%	-43%[inhibitor]	2.2µM*	12%	1%	i

As entered above.
In aSyn rescue, CC(C)(C)SCCNC(=O)CN(c1ccccc1)S(=O)(=O)c1ccc(F)cc1 is listed with -1%
In PTHR1 agonist, CS(=O)(=O)N1CCCC(C(=O)N2CCN(c3cccc(Cl)c3)CC2)C1 (configuration not stated) is listed with -5%

More compounds:
canonical_smiles	Abeta rescue	Mm-Cpn inhibitor	aSyn rescue	HEK293 tox	PTHR1 agonist	GLP1R inv ag	TDP-43 yeast inh	FUS suppressor	pAkt inh
CCN(C(=O)COC(=O)c1cc(=O)[nH]c2ccccc12)C1CCS(=O)(=O)C1 (configuration not stated)	5%	0%	-9%	-1%	?	5%	-2%	-8%	i
Cc1ccc2nc(-c3ccccc3)cc(C(=O)NCC(c3ccco3)N(C)C)c2c1 (configuration not stated)	-12%	-1%	-2%	12%	-7%	?	-14%	22%	i
CC(=O)/C(=N\Nc1ccc(C)cc1)N1CCOCC1	-6%	-1%	0%	-20%	i	?	27%	.	i
O=[N+]([O-])c1ccc(OCc2nnc(-c3ccccc3)o2)cc1	-10%	1%	1%	-2%	-4%	4%	-18%	9%	i
Cc1nc2cc(NS(=O)(=O)c3c(C)c(C)cc(C)c3C)ccc2s1	4%	3%	?	?	-34%[inhibitor]	?	?	?	i
Nc1ccccc1-c1nc2ccccc2[nH]c1=O	-23%	1%	7%	3%	-38%[inhibitor]	34%	-4%	-7%	i
COCCNc1c(-c2ccc(OC)c(OC)c2)nc2ccc(Cl)cn12	-5%	-1%	0%	5%	-5%	0%	5%	0%	i
COc1ccccc1CNC(=O)c1c(-c2ccccc2)nn(-c2ccccc2)c1C	12%	2%	-10%	8%	-18%	?	13%	14%	i
Cc1ccc(NC(=O)Cn2nnc3sc4c(c3c2=O)CCCC4)c(C)c1	-8%	.	.	16%	i	9%	12%	-14%	.
Cc1cc(NS(=O)(=O)c2ccc(NC(=O)COc3ccc(Br)cc3)cc2)nc(C)n1	16%	6%	-9%	1%	i	-1%	?	-1%	i
O=C(NCCc1ccc(C(F)(F)F)cc1)C1CCC(=O)N(C2CC2)C1 (configuration not stated)	-9%	2%	-3%	13%	i	12%	12%	.	i
CCNC(=S)Nc1scc(-c2ccccc2)c1C(=O)OCC	-10%	-22%	-1%	10µM*	-13%	?	-6%	.	i

New compounds follow:
canonical_smiles	Abeta rescue	Mm-Cpn inhibitor	aSyn rescue	HEK293 tox	PTHR1 agonist	GLP1R inv ag	TDP-43 yeast inh	FUS suppressor	pAkt inh
CC[C@H](C)C1NC(=O)[C@H](CC(=O)O)NC(=O)c2cc([N+](=O)[O-])cc(I)c2NCCC(C(N)=O)NC1=O (some centres not stated)	-14%	0%	-3%	1%	i	17%	-12%	2%	i
COc1cccc(NC(=S)NNC(=O)CCn2cc([N+](=O)[O-])cn2)c1	-11%	-6%	0%	2%	-11%	9%	-15%	8%	i
C[C@H](NC(N)=O)C(=O)OCC(=O)NCc1cccs1	15%	-4%	-5%	3%	-3%	19%	-11%	5%	i
C/C(=N\Nc1cccc2cccnc12)c1ccccc1O	7%	1%	-10%	6%	-20%	5%	-3%	-5%	i
CNC(=S)Nc1ccc(C23CC4CC(CC(C4)C2)C3)cc1	7.1µM*	-1%	-7%	?	-19%	?	-6%[0.397 µM]	35%	i
NC(=O)C1=C[C@H](c2csc3ccccc23)C[C@H](OCCCCO)O1	-14%	.	2%	6%	-1%	-1%	-24%	3%	i
Oc1ccc[n+](CCCCC[n+]2cccc(O)c2)c1	-7%	0%	-2%	7%	-25%	16%	-4%	-23%	i
Cc1sc2ncn(CC(=O)NCCCOC(C)C)c(=O)c2c1S(=O)(=O)N1CCN(c2ncccn2)CC1	-17%	1%	1%	-2%	i	8%	-6%[9.22 µM]	12%	i
O=c1c2c(nc3c(-c4ccc(Cl)cc4)c[nH]n13)CCCC2	0%	-1%	1%	-21%	-26%	?	3%	10%	i
CC(=O)N1CCN(CC(=O)Nc2ccc(Cl)c(S(=O)(=O)N(C)C)c2)CC1	11%	1%	1%	12%	-28%	14%	3%	-17%	i
NC12CCc3c(no[n+]3[O-])C1(O)CC(c1ccccc1)=[N+]2[O-] (configuration not stated)	-1%	0%	-9%	12%	0%[57.5 µM]	6%	3%	-7%	i
COc1ccc(CN(Cc2ccco2)C(=O)COc2ccc(Cl)cc2C)cc1	2%	.	.	-3%	-10%	?	-1%	?	.

Continuation.
canonical_smiles	Abeta rescue	Mm-Cpn inhibitor	aSyn rescue	HEK293 tox	PTHR1 agonist	GLP1R inv ag	TDP-43 yeast inh	FUS suppressor	pAkt inh
COCC(=O)Nc1cccc(Br)c1	13%	1%	0%	-11%	i	13%	20%	-21%	i
Cc1ccc(C)c(N(C)S(=O)(=O)c2ccc3[nH]cc(C(=O)NC4CCCC4)c(=O)c3c2)c1	7%	.	.	-16%	i	?	13%	?	.
CCOC(=O)N1CCN(CCC(=O)Nc2cccc(Br)c2)CC1	6%&17%	-3%&1%	1%&8%	-17%&-18%	-23%&-11%	?	-27%&20%	9%&2%	i
CN1CCc2c(n(CC(O)CN3C(=O)c4ccccc4S3(=O)=O)c3ccccc23)C1=O (configuration not stated)	15%	-1%	7%	-6%	i	5%	11%	-7%	i
COc1ccc(N=c2sc3ccccc3n2C)cc1	-20%	2%	?	5%	-10%[57.5 µM]	?	-17%	5%	i
CCOc1ccccc1C1C(C(=O)Nc2ccccc2OC)=C(C)Nc2nnnn21 (configuration not stated)	13%	0%	-2%	-3%	i	-16%	6%	-5%	i
Cc1nn(CCCC(=O)NCc2cccc(Cl)c2)c(=O)c2c1sc1ccccc12	8%	.	.	1%	i	10%	24%	-16%	.
COc1ccccc1-c1nnc(N(C)C(=O)C2CCCO2)s1 (configuration not stated)	5%	1%	-11%	-2%	-26%[57.5 µM]	40%[activator]	-3%	17%	i
O=C(CSc1nccc(=O)[nH]1)Nc1ccc(S(=O)(=O)N2CCOCC2)cc1	-26%	0%	1%	-26%	-15%[57.5 µM]	0%	-24%	-11%	i
COc1ccc(-c2nc(CS(=O)CC(=O)NCCc3ccc(Cl)cc3)c(C)o2)cc1OC (configuration not stated)	-13%	.	.	1%	-10%	48%[activator]	3%	-17%	.
Cc1ccc(NC(=O)c2cnc(SCC(=O)N3CCCc4ccccc43)n(C)c2=O)cc1C	-4%	.	.	-19%	i	-10%	25%	-13%	.
CCc1ccc(C2=CSC3=NCCN23)cc1	-15%	0%	-1%	-5%	i	?	13%	-14%	i

Remaining list, next part.
canonical_smiles	Abeta rescue	Mm-Cpn inhibitor	aSyn rescue	HEK293 tox	PTHR1 agonist	GLP1R inv ag	TDP-43 yeast inh	FUS suppressor	pAkt inh
O=C(CN1CCC(c2nc3ccccc3s2)CC1)NCc1cccs1	-7%	-2%	-10%	-5%	-18%[57.5 µM]	-45%	-12%	22%	i
S=c1[nH]nc(-c2cc(-c3ccccc3)n[nH]2)n1/N=C/c1ccc(Cl)c(Cl)c1	7%	1%	-1%	-7%	i	184%[activator]	7%	17%	i
CCCCNC(=O)C1(C)CCCCN1C(=O)c1oc2ccccc2c1C (configuration not stated)	2%	.	2%	2%	-30%	6%	?	-14%	i
Cc1cc(=O)oc2cc(NC(=O)Cc3ccccc3)ccc12	5%	-1%	-4%	0%	i	4%	-10%	0%	i
C=CCN1CN(Cc2ccco2)CNC1=S	7%	0%	-3%	5%	-22%	7%	-5%	.	i
COc1ccc(NC(=O)CN2C(=O)NC3(CCCCCCC3)C2=O)cc1	9%	1%	-9%	-2%	i	-29%	17%	3%	i

High-throughput results from PubChem BioAssay.
